PAX8 reporter – PAX8 transcriptional activity inhibition. RMG-I TPO-luciferase reporter, SteadyGlo, 24 h. inhibition, % at 12.6 µM. hit rate 1.2% among 360,000. AID 652154;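 active means mean replicate inhibition at least 60% with every replicate also reaching 60%; inconclusive means only one of the two criteria is met; inactive means mean below 60% and not all replicates reaching 60%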;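 further: luciferase light reporting Pax8 driven TPO promoter activity; plate controls were median of neutral control wells for no effect and mitoxantrone controls for full effect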
FN deposition inh – fibronectin deposition inhibition | AH1F fibroblasts, Alexa488-fibronectin deposition fluorescence, overnight | inhibition, % at 12.6 µM | hit rate 0.086% among 350,000 | AID 743247;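 active means mean inhibition across replicates of 30% or more, regardless of how many single replicates reach that level; inconclusive means mean under 30% yet at least half of replicates reach 30%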;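 further: positive control wells lacked labelled fibronectin entirely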
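Measured by – fluorescence 485/525 nm · System – AH1F fibroblast monolayer, labelled fibronectin deposition · Amount – 10000 cells per well · Buffer or medium – serum-reduced DMEM (2% serum) · Doses – single dose, pinned · Also added – fluorescent fibronectin at 24 nM final · Schedule – 1 h cell attachment, overnight exposure to compound and label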
miR-122 sensor – blocks miR-122 activity in Huh7 sensor cells | AID 602342 | Huh7 miR-122 Renilla luciferase sensor, 48 h; neutral wells = 0, positive control = 100 | activation (reporter increase), % at 12.5 µM | hit rate 0.3% among 340,000;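 active means mean replicate activation score at least 90 and every replicate individually at or above 90; inconclusive means only one of the two criteria met; inactive means neither criterion met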;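 further: higher luciferase means less miR-122 activity so hits act as miR-122 inhibitors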
F508del corr – CFTR F508del correction in bronchial cells; CFBE cells, YFP halide quenching; stimulated with forskolin plus potentiator P3; % fluorescence drop versus neutral controls; activity (quench increase), % at 7.58 µM; hit rate 0.36% among 350,000; AID 720511;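 active means mean added fluorescence quench of at least 8% versus neutral control, with both replicates also reaching 8%; inconclusive means only one of the mean or replicate conditions met; inactive means mean below 8% and not both replicates reaching 8%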;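 further: cells transiently co-express mutant CFTR-F508del with the halide-sensitive YFP; corrector assay measuring rescue of mutant channel to the surface after 24 h compound exposure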
EWS-Fli block – blocks EWS/Fli oncoprotein-driven transcription | hit rate 0.67% among 350,000 | inhibition, % at 12.6 µM | AID 651661 | A673 NR0B1-luciferase reporter, viability-normalised;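 active means mean inhibition of at least 50% after viability correction, with every replicate also passing that limit; inconclusive means mean reaches 50% but only one of two replicates passes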;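 further: firefly luciferase signal divided by Alamar Blue viability fluorescence both relative to DMSO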
GSIS activator – GLuc luminescence reporter in INS-1E cells, primary screen for activators of glucose-dependent secretion of insulin. hit rate 0.61% among 370,000. INS-1E GLuc reporter insulin secretion, 2-3 h. activation, % at 16.6 µM;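 active means lowest replicate activation of at least 40%, so every replicate reaches that level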;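 further: 0% = median of neutral control wells and 100% = median of IBMX positive control wells; some compounds called inactive have numbers as strong as hits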
DENV2 CPE rescue – protects cells from dengue virus 2 cytopathic effect | DENV2-infected cells, cytopathic effect rescue, plate reader | CPE inhibition, % at 9.99 µM | hit rate 1.7% among 350,000 | AID 651640; in the data active means CPE inhibition above about 20%, passing the limit was not always enough; inconclusive means no clear call, values can overlap the other calls; tested in BHK-21 cells;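 further: 0% = median of neutral control wells and 100% = median of positive control wells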
* = called active by the depositor; ? = inconclusive; . = no result given; [ ] = another dose, or the depositor's remark.

The opening two records (preview)
SMILES,PAX8 reporter,FN deposition inh,miR-122 sensor,F508del corr,EWS-Fli block,GSIS activator,DENV2 CPE rescue
COc1ccc(C2CC(=O)C(C=NCC(C)C)=C(O)C2)cc1 (stereo not drawn),0,-14,-3,1.7,9,2,-3
CCCC#Cc1cnc2c(c1)C(=O)N([C@@H](C)CO)C[C@@H](C)[C@H](CN(C)C(=O)CCN1CCCCC1)O2,1,-6,-8[16.7 µM],2.8,0,11,-2

Main list, previewed entries included:
SMILES,PAX8 reporter,FN deposition inh,miR-122 sensor,F508del corr,EWS-Fli block,GSIS activator,DENV2 CPE rescue
COc1ccc(C2CC(=O)C(C=NCC(C)C)=C(O)C2)cc1 (stereo not drawn),0,-14,-3,1.7,9,2,-3
CCCC#Cc1cnc2c(c1)C(=O)N([C@@H](C)CO)C[C@@H](C)[C@H](CN(C)C(=O)CCN1CCCCC1)O2,1,-6,-8[16.7 µM],2.8,0,11,-2
CCc1nc2c(OCCOc3ccccc3)cccn2c1N(C)C(=O)c1ccc(C)cc1,15,-1,-2,5.2,10,-18,-7
CCOc1ccc(-c2nnc3ccc(SCC(=O)Nc4nc5ccccc5s4)nn23)cc1,26,-2,.,.,11,-1,-3
Cc1cc(C)c(S(=O)(=O)N2CCCCC2C(=O)O)c(C)c1 (stereo not drawn),-12,-4,.,6.0,11,0,.
CCCNC(=O)Nc1ccc2c(c1)C(=O)N(C)C[C@H](OC)[C@@H](C)CN(Cc1ccncc1)[C@H](C)CO2,-22,-6,-4[16.7 µM],0.9,-3,-6,.
COc1ccc(C(=O)C[n+]2ccccc2/C=N/O)cc1,-10,-11,.,2.7,-26,9,.
O=C(Nc1ccccc1)Nc1ccccc1C(=O)NCC1CC1,-13,-6,0,0.2,-18,0,2
O=C(CCc1c[nH]c2ccccc12)OCc1ccc(Br)cc1,19,-5,-4,3.5,42,4,10
Cc1cc(=O)oc2cc(OC(C)C(=O)NCC3CCCO3)ccc12 (stereo not drawn),-8,-9,.,-1.5,-7,.,15
CN(C)S(=O)(=O)c1ccc(Cl)c(NC(=O)COC(=O)CNS(=O)(=O)c2c(F)cccc2F)c1,-9,6,-7,-5.5,4,-9,2
COCC(=O)N1CC(=O)N2[C@H](C1)[C@@H](c1ccc(-c3ccccc3C)cc1)[C@@H]2CO,.,.,.,2.1,-5,12,-11

SMILES,PAX8 reporter,FN deposition inh,miR-122 sensor,F508del corr,EWS-Fli block,GSIS activator,DENV2 CPE rescue
COc1ccc(NS(=O)(=O)c2cccc(C(=O)N/N=C/c3cn(-c4ccccc4)nc3-c3ccccc3)c2)cc1,-14,-5,-18,-5.7,-6,10,1
O=C(NCc1ccccc1)C(=O)NCC1OCCN1S(=O)(=O)c1cccs1 (stereo not drawn),2,0,-4,2.1,1,8,9
CN(C)CCNC(=O)C(=O)NCC1OCCN1S(=O)(=O)c1ccc([N+](=O)[O-])cc1 (stereo not drawn),-5,2,.,.,-2,-5,2
CCOc1ncccc1C(=O)OCC(=O)Nc1ccc(C)c(S(=O)(=O)N2CCOCC2)c1,-17,3,.,.,10,2,-2
Cc1ccc2[nH]c(=O)c(CN(CCCN(C)C)C(=O)Nc3cccc(Cl)c3)cc2c1,.,.,-5,3.7,10,-7,-4
CCOC(=O)c1ccc(NC(=O)NC2CC3CCC(C2)N3Cc2nnnn2C(C)(C)C)cc1 (stereo not drawn),3,0,5,.,.,.,.
Cc1ccc(CC(=O)Nc2ccc(F)c([N+](=O)[O-])c2)cc1C,3,5,.,-1.7,-7,-2,0
C[C@@H]1CN([C@H](C)CO)C(=O)Cc2cc(NC(=O)CCC(F)(F)F)ccc2O[C@@H]1CN(C)S(=O)(=O)c1cccs1,.,.,-6[16.7 µM],-1.3,0,3,-4
CCNC(=O)C[C@@H]1C=C[C@H](NC(=O)C2CCOCC2)[C@H](CO)O1,-2,.,.,1.6,-2,3,-3
N#Cc1c(-c2ccc(Br)cc2)cc(-c2cccnc2)nc1N,-22,0,.,-0.6,6,-1,.
COC(=O)c1c[nH]n2c(=O)c(Cl)c(C)nc12,-70,11,.,-0.8,-11,.,-6
O=C(NCC[C@H]1CC[C@@H](NS(=O)(=O)c2cccc(F)c2)[C@H](CO)O1)C1CC1,-1,-1,7[16.7 µM],-1.6,-8,14,-5

SMILES,PAX8 reporter,FN deposition inh,miR-122 sensor,F508del corr,EWS-Fli block,GSIS activator,DENV2 CPE rescue
CC1C=NC(S(=O)(=O)N2CC[C@@H]3[C@H](CO)N(C)c4ccc(-c5ccc(F)cc5)cc4[C@@H]32)=N1 (stereo partly drawn),-39,-3,0[16.7 µM],0.8,-10,1,.
O=C(c1ccc(Cn2cc(Br)cn2)o1)N1N=C(C(F)F)CC1(O)C(F)F (stereo not drawn),.,.,0,-0.4,16,3,7
CNC[C@H]1Oc2ccc(N)cc2CC(=O)N([C@@H](C)CO)C[C@H]1C,.,-4,.,-0.5,1,11,0
O=C(O)CC/C(=N\Nc1ccc(Cl)cc1)c1cccs1,1,9,16,-0.2,-1,-1,-12
C[C@H]1CN([C@@H](C)CO)C(=O)c2cc(NC(=O)CCC(F)(F)F)ccc2O[C@H]1CN(C)Cc1ccc(C(F)(F)F)cc1,14,.,-7[16.7 µM],3.8,5,-18,?
Cc1ccccc1NC(=O)Cc1nc(COC(=O)c2ccc(C(F)(F)F)cc2)cs1,2,4,-6,-0.7,-6,-1,-3
O=C(NCc1ccc(Cl)cc1)c1cccc(S(=O)(=O)N2CCCC2)c1,15,1,23,-3.0,11,-57,-1
CC1(C)CC(Cc2ccccc2C(F)(F)F)N(C(=O)OC(C)(C)C)C1 (stereo not drawn),1,-17,.,-1.3,-4,3,-4
CC(Sc1nc2ccccc2[nH]1)C(=O)Nc1ccc2c(c1)OCCO2 (stereo not drawn),-6,6,-2,.,.,.,.
Cc1cc(C)n(CC(=O)Nc2ccc(N3CCOCC3)c(Cl)c2)c(=O)c1C#N,-7,4,.,-2.0,-3,18,-4
Cc1cc(O)cc(=O)n1-c1cc(Cl)cc(Cl)c1,-1,1,.,-0.7,-5,9,9
CCCCN(C(=O)c1ccccc1Br)C1CCS(=O)(=O)C1 (stereo not drawn),9,-2,.,1.6,0,4,20

SMILES,PAX8 reporter,FN deposition inh,miR-122 sensor,F508del corr,EWS-Fli block,GSIS activator,DENV2 CPE rescue
Cc1noc(C)c1S(=O)(=O)N(C)C[C@H]1Oc2ccc(NC(=O)CCC(F)(F)F)cc2CC(=O)N([C@@H](C)CO)C[C@@H]1C,.,-6,7[16.7 µM],0.1,0,-1,8
CC(C)C#Cc1cnc2c(c1)C(=O)N([C@H](C)CO)C[C@H](C)[C@H](CN(C)C(=O)CCN1CCCCC1)O2,3,-5,.,-2.8,0,16,-12
COC(/C=C/Nc1ccc(Br)cc1)=C(C#N)C#N,.,.,1,-0.7,3,0,-4
COc1cc(C2OC(c3cc(OC)c(OC)c(OC)c3)C(C)C2C)cc(OC)c1OC (stereo not drawn),.,.,-13,2.4,6,-4,-4
C[C@H]1CN([C@@H](C)CO)S(=O)(=O)c2ccc(-c3ccccc3)cc2O[C@@H]1CN(C)Cc1cccc(F)c1,.,-17,10[16.7 µM],-3.1,31,9,-6
C[C@H](CO)N1C[C@H](C)[C@@H](CN(C)S(C)(=O)=O)OCCCC[C@H](C)Oc2ccc(NC(=O)CCCN(C)C)cc2C1=O,-22,.,6[16.7 µM],0.5,-1,22,-6
COc1cccc(NS(=O)(=O)c2cc3c(cc2C)NC(=O)CO3)c1,-1,5,.,-0.4,10,26,-5
CC(C)(C)OC(=O)NCCCCCNC(=O)c1[nH]cnc1C(=O)NC1CCN(C(=O)OC(C)(C)C)CC1,12,-10,-10,6.1,8,-24,-4
N#C/C(=C\c1ccc(-c2ccc([N+](=O)[O-])cc2Br)o1)C(=O)N1CCN(c2ccccc2)CC1,14,-16,.,.,.,-22,.
COc1ccc([N+](=O)[O-])cc1NC(=O)c1ccco1,11,6,.,0.0,1,2,-1
CN1CCN(C(=O)C[C@H]2CC[C@H]3[C@@H](COC[C@@H](O)CN3C(=O)c3ccc(F)cc3)O2)CC1,-6,-2,3[16.7 µM],-1.3,-10,7,16
O=C(CCNC(=O)c1ccc([N+](=O)[O-])cc1)NCCc1ccc(Cl)cc1,24,3,.,2.2,-1,-4,-1

SMILES,PAX8 reporter,FN deposition inh,miR-122 sensor,F508del corr,EWS-Fli block,GSIS activator,DENV2 CPE rescue
CC1N(C)c2cc(NC(=O)c3ccco3)ccc2C1(C)C (stereo not drawn),.,.,.,-1.5,-23,-8,-1
COc1ccc(-c2nc(CS(=O)CC(=O)NCc3ccc4c(c3)OCO4)c(C)o2)cc1 (stereo not drawn),-13,-4,1,-1.7,0,.,0
Cc1ccccc1Nc1c(N)c(=O)oc2ccccc12,6,.,2,.,.,2,.
O=C(COc1ccc(Cl)cc1Cl)NC(=O)NC1CCCC1,-206,-2,2,-0.5,1,0,-4
CCOC(=O)C1CCCN(S(=O)(=O)c2cc3[nH]c(=O)c(=O)[nH]c3cc2C)C1 (stereo not drawn),-7,-20,-8,-2.7,-5,4,-6
C[C@H](CO)N1C[C@H](C)[C@H](CN(C)CC2CC2)Oc2ccc(NC(=O)CCC(F)(F)F)cc2C1=O,-18,.,4[16.7 µM],-0.4,1,11,-2
COc1cccc(-c2ccc([C@@H]3[C@@H](CO)N4CCCCN(Cc5cncnc5)C[C@H]34)cc2)c1,-25,.,5[16.7 µM],1.4,-9,12,.
Cc1ccc(Cn2nnc3c(=O)[nH]c(C4CCN(S(=O)(=O)c5ccccc5)CC4)nc32)cc1,.,.,-3,0.3,1,15,7
C[C@@H]1CN([C@H](C)CO)C(=O)c2cc(NS(=O)(=O)c3cccs3)ccc2O[C@@H](C)CCCCO[C@@H]1CN(C)S(=O)(=O)c1cccs1,5,-5,-7[16.7 µM],-0.5,5,-31,-4
COc1cccc(C(O)c2nccn2Cc2ccccc2)c1OC (stereo not drawn),3,2,.,1.6,-8,4,-3
COc1ccc(CN(C)C[C@H]2Oc3ccc(NC(=O)CCN4CCOCC4)cc3C(=O)N([C@@H](C)CO)C[C@H]2C)cc1,-5,.,0[16.7 µM],2.2,-3,15,9
CCOc1ccccc1C(=O)OCC(=O)NCC1CCCCC1,-16,-1,-6,1.0,2,-5,-4

SMILES,PAX8 reporter,FN deposition inh,miR-122 sensor,F508del corr,EWS-Fli block,GSIS activator,DENV2 CPE rescue
CCCc1cc(=O)[nH]c(SCC(=O)Nc2cc(S(=O)(=O)N3CCCCC3)ccc2C)n1,4,-2,.,-2.7,3,.,-3
O=c1c(-c2ccc3c(c2)OCCO3)c(C(F)(F)F)oc2cc(O)cc(O)c12,-4,-9,0,.,.,.,.
CC(OC(=O)c1cc2sccc2n1C)C(=O)NCC1CCCO1 (stereo not drawn),.,.,.,-3.7,-4,-28,2
Nc1nc(SCC(=O)NN(c2ccccc2)c2ccccc2)n[nH]1,9,-11,.,1.7,9,9,5
O=C(COC(=O)/C=C/c1ccccc1)NCCNC(=O)COC(=O)/C=C/c1ccccc1,6,3,.,1.7,1,15,?
COC(=O)c1ccc2c(c1)N(Cc1ccccc1F)C(=O)c1ccccc1S2=O (stereo not drawn),22,-16,.,1.4,-2,-19,0
COc1ccc2c3c(n(C)c2c1)[C@H](CO)N(C(=O)Nc1ccc(F)cc1)CC31CCN(C(=O)c2ccc3c(c2)OCO3)CC1,77*,-2,.,1.9,-8,-8,-2
CCCCc1cc(=O)oc2c(CN3CCN(C)CC3)c(O)ccc12,11,-8,3,-0.9,3,17,2
CC(NC(=O)Cc1ccc(F)cc1)c1ccccc1 (stereo not drawn),3,2,1,.,.,.,.
CO[C@@H]1CN(C)C(=O)c2ccc(NS(C)(=O)=O)cc2OC[C@H](C)N(C)C[C@@H]1C,.,1,1[16.7 µM],1.9,0,9,-9
CCOc1ccccc1C(=O)OCC(=O)Nc1ccc(N2CCCCC2)cc1,-8,-5,4,.,.,-17,.
